Bioassay records (PubChem BioAssay)
A549 tox: A549 cytotoxicity, counter-screen for Nrf2 inhibitors | A549 ARE-Fluc cells, CellTiter-Fluor viability, 18-24 h | Potency, µM (top dose mostly 46 µM), for inactives: top-dose activity change, negative = cytotoxicity, hits mostly inhibitors | 0.16% of 390,000 active | AID 504648; note: potency is the fitted concentration of half-maximal effect; % is set by controls: 0 for no effect and ±100 for the full control effect
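A549 ARE-Fluc cells in 5% FBS OPTI-MEM, 5000 cells/well, rested 2 h then exposed to compounds in concentration-response for 18-24 h at 37 °C. Viability by CellTiter-Fluor fluorescence (Ex 405/Em 525) after 30 min; luciferase luminescence (BugLite, 15 min, RT) read afterwards.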
Nrf2 activator: Nrf2 pathway activation; AREc32 ARE-luciferase reporter (MCF7-derived line), luminescence, 24 h; Potency, µM (titrated, usually from 46.1 µM), for inactives: top-dose activation, actives largely listed as activators; 0.31% of 410,000 active; note: potency is the fitted concentration of half-maximal effect; % of control where 0% means no effect; nearly all actives have a fitted effect of over 65% in size
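Each well held 1000 AREc32 cells, which were incubated with compound for 24 hr at 37 deg C after overnight attachment, and ARE reporter activity was quantified by firefly luciferase luminescence.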
Nrf2 inh: Nrf2 pathway inhibition; A549 ARE-Fluc reporter, luciferase luminescence, 18-24 h; Potency, µM (series often up to 46 µM), inactives show top-dose activity change, negative = inhibition, usual class: inhibitors; 2.1% of 360,000 active; AID 504444; note: potency is the fitted concentration of half-maximal effect; % is set by controls: 0 for no effect and ±100 for the full control effect; nearly all actives have a fitted effect of over 60% in size
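In this cell-based qHTS, ARE-driven firefly luciferase in A549 cells reports Nrf2 activity; the luminescent signal after BugLite lysis is the measured value, with a prior CellTiter-Fluor read for cell health.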
EPAC2 agonist: activates human EPAC2 exchange factor. Q8WZA2. EPAC2 activation, biochemical qHTS; response scale: 100% = 6.5 mM cAMP response. Potency, µM (top dose mostly 154 µM), inactives show top-dose activation, usual class: activators. 0.079% of 360,000 active. AID 720711; note: potency is the fitted concentration of half-maximal effect; nearly all actives have a fitted effect of over 50% in size
Target sequence (Q8WZA2 whole entry, looked up): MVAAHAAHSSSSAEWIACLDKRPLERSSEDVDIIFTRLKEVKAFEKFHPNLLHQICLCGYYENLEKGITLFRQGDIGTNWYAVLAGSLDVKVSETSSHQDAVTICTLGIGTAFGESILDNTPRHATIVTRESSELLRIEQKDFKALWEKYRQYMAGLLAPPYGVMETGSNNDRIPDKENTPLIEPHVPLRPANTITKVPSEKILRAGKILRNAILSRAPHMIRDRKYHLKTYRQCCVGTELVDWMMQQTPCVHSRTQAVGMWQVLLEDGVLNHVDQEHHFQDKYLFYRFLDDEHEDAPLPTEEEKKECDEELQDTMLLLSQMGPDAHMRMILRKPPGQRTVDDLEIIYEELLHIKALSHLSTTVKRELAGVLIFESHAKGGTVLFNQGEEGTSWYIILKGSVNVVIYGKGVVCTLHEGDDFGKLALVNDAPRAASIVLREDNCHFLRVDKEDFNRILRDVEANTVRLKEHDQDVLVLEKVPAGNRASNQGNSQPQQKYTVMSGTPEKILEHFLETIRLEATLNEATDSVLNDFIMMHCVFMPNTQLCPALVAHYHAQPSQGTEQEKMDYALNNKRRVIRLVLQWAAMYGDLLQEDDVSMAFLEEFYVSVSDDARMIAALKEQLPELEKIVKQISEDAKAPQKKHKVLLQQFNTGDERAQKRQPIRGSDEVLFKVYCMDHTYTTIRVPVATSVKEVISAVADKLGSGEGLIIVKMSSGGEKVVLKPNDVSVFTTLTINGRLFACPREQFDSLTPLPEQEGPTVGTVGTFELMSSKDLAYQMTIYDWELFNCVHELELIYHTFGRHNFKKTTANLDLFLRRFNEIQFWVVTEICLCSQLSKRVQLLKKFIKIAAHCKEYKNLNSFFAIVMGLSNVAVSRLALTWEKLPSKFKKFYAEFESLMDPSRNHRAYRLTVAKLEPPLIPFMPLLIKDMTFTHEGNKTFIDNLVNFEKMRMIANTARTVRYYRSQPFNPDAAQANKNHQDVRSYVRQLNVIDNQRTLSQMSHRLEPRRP
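EPAC2 (100 nM) mixed with Rap1B loaded with BODIPY-GDP (250 nM) plus 50 uM unlabeled GDP; compounds pinned in, 5 min RT, then read every 5 min for 30 min (ex 480, em 540 nm). Normalized to cAMP control.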
IL-2 act: IL-2 activation; IL-2 activation reporter assay, cell-based qHTS; stimulated with anti-CD3/CD4/CD28 beads; in transgenic mouse T cells; 0.065% of 360,000 active; activation, % (series mostly up to about 46 µM); AID 652025; in the data active = activation above about 50%; inconclusive = mostly about 30% to 49%; note: 0% is about no effect
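Readout: EGFP and DsRed signals by fluorescent plate cytometry. Unstimulated transgenic mouse T cells received compound 60 min before antibody-bead stimulation, then incubated 18 h at 37 degrees C.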
HepG2 viability: HepG2 cytotoxicity, counter-screen for TGF-b inhibitors; HepG2 CAGA-GFP viability, ATP luminescence, 18 h; Potency, µM (doses to about 46.1 µM), for inactives: top-dose activity change, negative = cytotoxicity, most hits filed as cytotoxic; 0.76% of 410,000 active; AID 588856; note: potency is the fitted concentration of half-maximal effect; some results filed as inactive show a strong effect at the top dose
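HepG2 CAGA-GFP cells (1000/well, DMEM with 1% FBS) received compound, then TGF-beta at 500 pg/mL final, and were incubated 18 hours at 37 degrees C. Viability was read by CellTiter-Glo luminescence. Media-only wells were set as complete cell-killing and DMSO as no toxicity.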
ATXN2 expr inh: ATXN2 expression inhibition; Potency, µM (highest dose often 57 µM), without a hit: top-dose activity change, negative = inhibition, hits mostly inhibitors; 0.72% of 360,000 active; HEK-293 ATXN2-luciferase reporter, luminescence, 24 h; note: potency is the fitted concentration of half-maximal effect; % is set by controls: 0 for no effect and ±100 for the full control effect; nearly all actives have a fitted effect of over 55% in size
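qHTS (up to 57 uM final) was run with 24 h compound exposure of reporter cells at 37 °C. Each well was multiplexed: SteadyGlo luminescence measured ATXN2-luciferase expression after a fluorogenic Gly-Phe-AFC viability readout (25 uM final).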
TGFb SMAD3 inh: inhibitors of TGF-b signaling. HepG2 CAGA-GFP TGF-b/SMAD3 reporter, GFP fluorescence, 18 h; TGF-beta stimulated, 500 pg/mL final. Potency, µM (doses to about 46.1 µM), for inactives: at the top dose activity, negative = inhibition, hits mostly inhibitors. 1.2% of 410,000 active; note: potency is the fitted concentration of half-maximal effect; % is set by controls: 0 for no effect and ±100 for the full control effect; nearly all actives have a fitted effect of over 65% in size
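First, reporter cells (HEPG2 CAGA-GFP) rested 2 h at 37 degrees C. Next, compounds were pinned in and TGF-beta added to 500 pg/mL final. After 18 h, GFP was imaged per cell and summed per well.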
ATXN viability: viability counter-screen for ATXN expression inhibitors; S2 cells (HEK-293 line with an ATXN2-luciferase reporter) viability, CellTiter-Fluor protease fluorescence, 24 h; Potency, µM (highest dose often 56.7 µM), most hits filed as cytotoxic; 0.49% of 400,000 active; note: potency is the fitted concentration of half-maximal effect; nearly all actives have a fitted effect of over 40% in size
* marks the source's active call; other numbers are inactive results; i = inactive; ? = inconclusive; . = no result given; [ ] = another dose, or the depositor's remark. Unless noted, calls come from the whole dose curve; as a rule, active = well fitted curve in the direction sought with a large enough effect; inconclusive = small, poorly fitted or top-dose-only effect, or another doubt; inactive = no such curve, though single readings can be large; an effect the other way counts as inactive or inconclusive. Rows were taken by chance. Share with any hit: about 4.3%.

| smiles | Nrf2 inh | IL-2 act | HepG2 viability | Nrf2 activator | ATXN2 expr inh | A549 tox | TGFb SMAD3 inh | ATXN viability | EPAC2 agonist |
| --- | --- | --- | --- | --- | --- | --- | --- | --- | --- |
| CC1=C(C(=O)Nc2ccccc2)C(c2ccccc2Cl)n2ncc(C(=O)Nc3cccc(C)c3)c2N1 (stereo not drawn) | -7% | . | -3% | 1.3% | . | -1% | -47% | . | . |
| CC1CCc2onc(C(=O)O)c2C1 (stereo not drawn) | -10% | -0.2 | -3% | -0.6% | -3% | 0% | 12% | i | 0% |
| CCC1Sc2ccccc2N(CC(=O)NCCC2=CCCCC2)C1=O (stereo not drawn) | ? | -1.2 | -4% | 0.6% | -1% | -6% | 1% | i | 10% |
| CC(C)CCN1C(=O)c2ccc(C(=O)Nc3cccc(S(N)(=O)=O)c3)cc2C1=O | 3% | -1.9 | 1% | 0.1% | -20% | -5% | -2% | i | -22% |
| Cc1ccc(CNC(=O)c2c(O)nc3ccccn3c2=O)cc1 | ? | . | 3% | -1.2% | 13% | 1% | 6% | i | . |
| O=C(C(Cc1ccccc1)NS(=O)(=O)c1cccc2cccnc12)N1CCc2ccccc21 (stereo not drawn) | 3% | -2.3 | -2% | 0.4% | 2% | 0% | -10% | i | 7% |
| COc1ccc(C(C)=O)cc1COC(=O)CNC(=O)c1ccc(F)cc1 | 9% | 0.3 | -12% | 2.2% | 9% | -2% | -3% | ? | 14% |
| CC(=O)c1ccc(OC(C)C)c(CSC(=N)N)c1 | 6% | 0.1 | -12% | 0.2% | -11% | 0% | -12% | i | 4% |
| Cc1cccc(C(C)(C)C)c1OCCN1CCCC1 | -2% | 1.5 | -52% | -0.2% | -30% | ? | -10% | i | 10% |
| CC(=O)Nc1ccc(S(=O)(=O)NCc2nc(-c3ccccc3)no2)cc1 | 2% | 0.4 | 2% | 0.1% | -10% | -4% | 15% | i | 6% |
| CCc1cccc(NS(=O)(=O)c2cccc3cccnc23)c1 | ? | -0.3 | 1% | 5.5% | 2% | -3% | 0% | i | -9% |
| CCCNC(=O)C1CCC(Cn2c(=O)c3sccc3n(CC(=O)N(CC)CC)c2=O)CC1 (stereo not drawn) | ? | . | -1% | 0.6% | 3% | 5% | -23% | i | . |
| O=C(Nc1ccc2c(c1)OCO2)Oc1ccccc1 | 4% | -0.6 | -3% | 3.8% | 20% | -2% | 15% | i | 8% |
| C=CCn1c(NC(=O)c2ccc(Br)o2)c(S(=O)(=O)c2ccccc2)c2nc3ccccc3nc21 | ? | 1.6 | -27% | 0.3% | -31% | -18% | ? | i | 3% |
| CCOC(=O)c1c(C)n(C)c2c1cc(OC(C)=O)c1ccccc12 | 4% | -0.6 | 2% | 2.8% | -1% | 1% | 3% | i | 8% |
| COc1ccc(NC(=O)c2ccc(NS(=O)(=O)c3c(C)noc3C)cc2)cc1OC | 8% | -1.8 | -4% | 0.1% | -5% | 6% | 21% | i | -3% |
| CCOC(=O)c1cc2c(=O)n3ccccc3nc2n(CC2CCCO2)c1=NC(=O)c1ccc(C)cc1 (stereo not drawn) | -18%[9.27 µM] | . | -11% | 3.1% | 8% | ? | 3% | i | . |
| COC(=O)c1ccc2c(=O)n(CCN3CCOCC3)c(SCC(=O)C(C)(C)C)nc2c1 | -17% | -1.6 | -1% | 0.4% | 1% | -1% | -7% | ? | 1% |
| COc1cc(C(=O)NCCc2cc3c(OC)ccc(OC)c3[nH]c2=O)cc(OC)c1OC | -16% | -2.5 | -7% | 3.8% | 1% | 0% | -1% | i | -9% |
| CCOc1ccc(Nc2oc(-c3ccco3)nc2C#N)cc1 | -5% | 0.6 | -65% | 8.5% | 5% | -5% | 0% | i | -13%[15.6 µM] |
| CCOC(=O)C1=C(COC(=O)[C@H](C)NS(=O)(=O)c2ccc(NC(C)=O)cc2)NC(=O)NC1C (stereo partly drawn) | 9% | 0.6 | 0% | -1.1% | . | 0% | 10% | i | 7% |
| O=C(Cc1ccccc1)NS(=O)(=O)c1ccccc1 | . | 0.1 | -5% | -0.1% | 4% | . | 0% | i | 12% |
| O=C(COC(=O)CCC(=O)c1cccs1)Nc1cccc(S(=O)(=O)N2CCOCC2)c1 | -19% | -0.9 | -10% | -0.1% | -17% | -3% | -5% | i | -2% |
| CCOc1ccc(C2=CSC3=NCCN23)cc1 | 4% | -0.1 | 9% | -0.5% | 8% | -2% | -4% | i | 5% |
| CC(C)(C)n1nnnc1C(c1cccs1)N(Cc1cccnc1)Cc1ccco1 (stereo not drawn) | 0% | -3.6 | -19% | 3.2% | 6% | -7% | -7% | i | 0% |
| NC(=O)Nc1ccc(C(=O)OCC(=O)Nc2cccc(S(=O)(=O)NC3=NCCCCC3)c2)cc1 | 3% | -0.4 | 0% | 0.0% | . | 1% | 1% | i | 3% |
| COc1ccc(C(=O)NNS(=O)(=O)c2ccc(OC)cc2)cc1 | ? | 1.1 | -16% | -0.3% | -1% | -15% | 0% | i | 0% |
| Cc1ccc(Cl)cc1N1CCN(C(=O)CN2C(=O)c3cccc4cccc2c34)CC1 | ? | 0.5 | -27% | -0.4% | -7% | 9% | -8% | i | 6% |
| COc1cc(CC(=O)Nc2ccc(S(=O)(=O)Nc3ncccn3)cc2)cc(OC)c1OC | 16% | -0.6 | -9% | -0.3% | 5% | -1% | 2% | i | 5% |
| Nc1ccc2c(c1)Cc1cc(Cl)c(Cl)cc1-2 | ? | -3.2 | 0% | 2.9% | 34%[activator] | -2% | 2% | i | -9% |

Complete entries as entered above. Order of values: Nrf2 inh, IL-2 act, HepG2 viability, Nrf2 activator, ATXN2 expr inh, A549 tox, TGFb SMAD3 inh, ATXN viability, EPAC2 agonist
CCOC(=O)c1c(C)n(C)c2c1cc(OC(C)=O)c1ccccc12 is listed as 4%, -0.6, 2%, 2.8%, -1%, 1%, 3%, i, 8%
NC(=O)Nc1ccc(C(=O)OCC(=O)Nc2cccc(S(=O)(=O)NC3=NCCCCC3)c2)cc1 is listed as 3%, -0.4, 0%, 0.0%, ., 1%, 1%, i, 3%
CC(=O)c1ccc(OC(C)C)c(CSC(=N)N)c1 is listed as 6%, 0.1, -12%, 0.2%, -11%, 0%, -12%, i, 4%
CC1CCc2onc(C(=O)O)c2C1 (stereo not drawn) is listed as -10%, -0.2, -3%, -0.6%, -3%, 0%, 12%, i, 0%
COc1ccc(NC(=O)c2ccc(NS(=O)(=O)c3c(C)noc3C)cc2)cc1OC is listed as 8%, -1.8, -4%, 0.1%, -5%, 6%, 21%, i, -3%

Later entries
| smiles | Nrf2 inh | IL-2 act | HepG2 viability | Nrf2 activator | ATXN2 expr inh | A549 tox | TGFb SMAD3 inh | ATXN viability | EPAC2 agonist |
| --- | --- | --- | --- | --- | --- | --- | --- | --- | --- |
| CCOc1ccc(NC(=O)CN2C(=O)c3ccccc3Sc3ccc(C(=O)OC)cc32)cc1 | . | . | 0% | -1.4% | 16% | -4% | -1% | i | . |
| COc1ccccc1C(=O)NCCC(=O)N1CCN(S(=O)(=O)c2ccc(Cl)cc2)CC1 | 2% | 1.4 | -2% | -0.6% | -7% | 0% | -1% | i | 5% |
| O=C(CSc1nncs1)NC(=O)NCc1ccco1 | -7% | 0.5 | 3% | 3.8% | 6% | -1% | 10% | i | 5% |
| COCCNC(=O)C(c1cccs1)N(C(=O)Cn1nnc2ccccc21)c1cccc(C(C)=O)c1 (stereo not drawn) | 10% | -2.2 | -1% | -0.4% | -3% | -4% | -9% | i | 4% |
| COc1ccccc1CNC(=O)C(=O)NCC(c1cccs1)S(=O)(=O)c1ccc(F)cc1 (stereo not drawn) | . | . | -2% | 4.4% | 2% | -1% | 2% | i | . |
| COc1ccc(-c2[nH]ncc2[C@@H]2C[C@H]3CN(Cc4ccccc4C)C(=O)[C@]34CCCN24)cc1 | -28% | -0.6 | -35% | -2.2% | . | -3% | ? | i | 4% |
| COc1ccc(-c2c3c(nc4sc(C(=O)Nc5ccccc5)c(N)c24)CCC3)cc1 | 2% | 1.3 | -29% | 0.2% | 3% | 17% | ? | . | 4% |
| CC(=O)c1cnc2scnn2c1=O | 5% | -2.2 | -7% | 4.4% | 5% | 8% | 7% | i | 10% |
| CCOC(=O)C1CCCN(C(=O)c2cc(F)cc(F)c2)CC1 (stereo not drawn) | . | 0.8 | 2% | 0.7%[9.22 µM] | 13% | . | 8% | i | 7% |
| Cc1cc(-c2ccc(C)c(S(=O)(=O)N3CCN(C(=O)c4ccco4)CC3)c2)on1 | -6% | -0.4 | -14% | 0.3% | -8% | -2% | -9% | i | 6% |
| COc1cc(C(C)=O)ccc1OCC(=O)OCC(=O)c1cc(C)n(CC2CCCO2)c1C (stereo not drawn) | 4% | -0.4 | 7% | 0.1% | 6% | -1% | -5% | i | 5% |
| COc1ccc(Cl)cc1NC(=O)c1cc(S(=O)(=O)NC2CCCCCC2)ccc1F | . | . | -6% | 8.9% | . | 13% | ? | . | . |

Random excerpt: two compounds from above
| smiles | Nrf2 inh | IL-2 act | HepG2 viability | Nrf2 activator | ATXN2 expr inh | A549 tox | TGFb SMAD3 inh | ATXN viability | EPAC2 agonist |
| --- | --- | --- | --- | --- | --- | --- | --- | --- | --- |
| CCOC(=O)C1CCCN(C(=O)c2cc(F)cc(F)c2)CC1 (stereo not drawn) | . | 0.8 | 2% | 0.7%[9.22 µM] | 13% | . | 8% | i | 7% |
| CC(=O)c1cnc2scnn2c1=O | 5% | -2.2 | -7% | 4.4% | 5% | 8% | 7% | i | 10% |
